Assay outcomes deposited in PubChem BioAssay by Broad Institute.
E-selectin induc = E-selectin induction in HUVECs, primary screen, imaging, HUVEC, immunofluorescence imaging, single point. P16581. normalized: neutral wells 0, TNF-alpha wells 100. activation, % at 7.58 µM. 0.37% of 260,000 active. AID 686992, 2013;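 active = mean E-selectin-positive cell signal at least 10% of the positive control, reached in at least 60% of replicates, without over 20% cell loss; inconclusive = no rule given, readout overlaps actives, possibly toxicity-flagged; inactive = the rest, including those meeting only one limit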;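 also: in these data hits start at about 27%; measured in HUVEC primary endothelial cells; signal is the percent of cells scored E-selectin positive by PE staining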
Target sequence (P16581 whole entry, looked up): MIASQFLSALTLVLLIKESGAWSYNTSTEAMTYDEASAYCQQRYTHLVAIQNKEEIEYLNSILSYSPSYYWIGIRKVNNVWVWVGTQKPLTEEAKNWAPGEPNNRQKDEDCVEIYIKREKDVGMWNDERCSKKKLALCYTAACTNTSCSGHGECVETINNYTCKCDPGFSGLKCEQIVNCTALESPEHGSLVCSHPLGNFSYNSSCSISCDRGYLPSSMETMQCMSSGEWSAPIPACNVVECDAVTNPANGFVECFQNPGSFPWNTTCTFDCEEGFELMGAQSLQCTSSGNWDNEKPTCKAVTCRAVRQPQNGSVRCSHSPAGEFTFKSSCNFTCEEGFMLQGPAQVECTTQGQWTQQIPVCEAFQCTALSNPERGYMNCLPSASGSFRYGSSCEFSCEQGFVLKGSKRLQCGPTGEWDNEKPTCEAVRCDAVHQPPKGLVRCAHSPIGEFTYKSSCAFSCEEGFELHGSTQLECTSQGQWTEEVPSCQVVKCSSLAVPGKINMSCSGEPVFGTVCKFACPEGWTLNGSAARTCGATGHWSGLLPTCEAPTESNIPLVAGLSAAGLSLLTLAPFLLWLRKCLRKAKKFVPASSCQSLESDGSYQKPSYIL
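System: HUVEC, human umbilical vein endothelial cells; quantity: 3,000 cells/well; buffer or medium: EGM-2 medium, gelatin-coated wells; dosing: single-point compound dose; detection: immunofluorescence imaging; evaluation: % PE-positive cells; benchmarks: TNF-alpha, DMSO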
RAD54 branch = inhibitors of human RAD54 branch migration, primary screen, biochemical, fluorescence, single point. DNA repair and recombination protein RAD54-like (Homo sapiens), Q92698. RAD54 Holliday junction branch migration, FAM/BHQ fluorescence. inhibition, % at 10.4 µM. 0.14% of 360,000 active. AID 602329, 2012;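 active = mean normalized replicate activity at least 40 and at least half of replicates scoring 40 or more; inconclusive = only one of the two criteria met; inactive = mean below 40 and under half of replicates reaching 40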;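 also: 0% = median of neutral control wells and 100% = median of positive control wells; inhibitors cause a drop in the FAM fluorescence signal; in these data hits start at about 50%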
esBAF inh = Bmi1 luciferase reporter increase in mESCs, primary screen, esBAF inhibitor project, mouse ES cells, Bmi1 luciferase knock-in, single point. 24 h; 100% = twice the neutral-well signal. reporter increase, % at 12.5 µM. 2% of 350,000 active. AID 602393, 2012; in the data active = activation above about 40%; inconclusive = no clear call, values can overlap the other calls;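 also: 0% = median of the plate's neutral control wells and 100% = double that signal; a rise in the Bmi1 reporter signal indicates esBAF inhibition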
EWS-Fli inh = EWS/Fli-driven NR0B1 reporter inhibitors, primary screen, A673 cells, NR0B1 luciferase, luminescence, MLPCN library | 0.67% of 350,000 active | inhibition, % at 12.6 µM | AID 651661, 2012 | viability-normalised;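 active = mean inhibition of at least 50% after viability correction, with every replicate also passing that limit; inconclusive = mean reaches 50% but only one of two replicates passes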;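 also: firefly luciferase signal divided by Alamar Blue viability fluorescence both relative to DMSO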
RAD52 anneal inh = RAD52 DNA annealing inhibitors, primary screen, biochemical, FRET, single point, set 2 | DNA repair protein RAD52 homolog (Homo sapiens), P43351 | recombinant RAD52 DNA annealing, FRET fluorescence | inhibition, % at 18.7 µM | 0.46% of 360,000 active | AID 651710, 2012;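 active = every replicate showing at least 50% inhibition; inconclusive = mean inhibition at least 50% but not in every replicate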
Target sequence (P43351 whole entry, looked up): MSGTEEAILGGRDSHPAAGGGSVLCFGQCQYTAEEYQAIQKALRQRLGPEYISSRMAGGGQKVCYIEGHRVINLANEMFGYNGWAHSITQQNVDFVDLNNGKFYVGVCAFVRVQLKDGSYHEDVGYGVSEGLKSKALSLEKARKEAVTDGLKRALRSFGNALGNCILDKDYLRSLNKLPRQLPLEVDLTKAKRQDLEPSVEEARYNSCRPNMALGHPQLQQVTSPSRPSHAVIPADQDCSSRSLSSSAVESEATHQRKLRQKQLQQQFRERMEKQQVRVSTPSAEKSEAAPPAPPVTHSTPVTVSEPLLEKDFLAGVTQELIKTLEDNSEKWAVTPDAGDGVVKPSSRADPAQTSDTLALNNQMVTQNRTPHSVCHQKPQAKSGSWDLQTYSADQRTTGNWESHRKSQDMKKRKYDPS
Xi reactivation = activators of inactive X chromosome reactivation, primary screen, imaging, XiGFP fibroblasts, GFP high-content imaging, set 2; XiGFP mouse fibroblasts, % GFP-positive cells imaging, 3 d; cells co-treated with 5-aza-dC sensitizer; scaled so ellipticine positive control = 100%; activation, % at 7.58 µM; 0.055% of 360,000 active; AID 743238, 2013;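 active = mean normalized replicate activation at least 10% and every replicate at or above 10%; inconclusive = only one of the two criteria met; inactive = mean below 10% and not all replicates reach 10%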;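 also: 0% = median of on-plate neutral control wells and 100% = ellipticine 6 µM median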
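Material: XiGFP fibroblasts, SV40-immortalized; Buffer or medium: DMEM containing 5-aza-dC; Compound dosing: single point; Times: 3 days compound exposure.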
FN deposition inh = inhibitors of fibronectin matrix deposition, primary screen, AH1F cells, Alexa488-fibronectin fluorescence, plate reader | AID 743247, 2014 | inhibition, % at 12.6 µM | AH1F fibroblasts, overnight | 0.086% of 350,000 active;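 active = mean inhibition across replicates of 30% or more, regardless of how many single replicates reach that level; inconclusive = mean under 30% yet at least half of replicates reach 30%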;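 also: positive control wells lacked labelled fibronectin entirely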
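Material: AH1F fibroblasts assembling fluorescent fibronectin matrix; amount: 10000 AH1F cells/well; medium: DMEM, 2% serum; reagent: Alexa488-fibronectin, 24 nM final in well; dosing: single compound dose, delivered by pin transfer; incubation: 1 h adhesion, overnight exposure; detection: fluorescence after three HBSS washes, excitation 485 nm, emission 525 nm; measure: fibronectin deposition inhibition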
S100A4 MyoIIA = inhibitors of S100A4-myosin IIA peptide binding, primary screen, biochemical, fluorescence polarization, TAMRA-MyoIIA peptide | Protein S100-A4 (Homo sapiens), P26447 | inhibition, % at 10.7 µM | 0.14% of 360,000 active;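 active = mean inhibition of at least 70% across replicates, with every replicate also reaching that level; inconclusive = mean inhibition reaches 70% but some replicates fall short; inactive = mean inhibition below 70%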
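Material: human S100A4 monomer with TAMRA-labelled myosin IIA peptide; buffer or medium: HEPES pH 7.2 with CaCl2, KCl, NaCl, DTT, Triton; compound dosing: one concentration per compound; schedule: 5 min incubation before reading; benchmarks: neutral control DMSO, positive control TFP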
Active calls of the source: *; ? = inconclusive; . = not tested or not shown; & = joins results of further samples.

The line under a structure holds: E-selectin induc, RAD54 branch, EWS-Fli inh, esBAF inh, Xi reactivation, FN deposition inh, RAD52 anneal inh, S100A4 MyoIIA
(1) CC(C)NC(=O)Nc1ccc2c(c1)C(=O)N([C@@H](C)CO)C[C@@H](C)[C@H](CN(C)Cc1ccc(Cl)c(Cl)c1)O2
→ 1.3, 0, -5, -4, -1.1, 3, 21, 3
(2) CCc1ccc(C(=O)C(C)OC(=O)C2COc3ccccc3O2)cc1 (configuration not stated)
→ -0.2, ., -2, 0, 0.0, -6, 1, -2
(3) C=CCn1c(SCc2ccc(Br)cc2F)nc2cc(C(=O)O)ccc2c1=O
→ ., 3, 5, -3, 0.0, 2, -13, 12
(4) O=C(/C=C/c1ccccc1)NCCCNC(=O)/C=C/c1ccccc1
→ -0.4, -3, 7, 11, 0.2, 0, -13, -6
(5) CCCN(C)C[C@@H]1OCc2cnnn2CCCC(=O)N([C@H](C)CO)C[C@H]1C
→ ., 5&-1, -5&3, 0&-2, ?, 4&2, 4&-15, -2&-4
(6) Cc1ccc(C(=O)CC(C(=O)O)n2cnc([N+](=O)[O-])n2)cc1 (configuration not stated)
→ ., ., 20, 4, 0.0, 1, -22, -1
(7) CN(C)C(=O)c1cccc(-c2ccc3c(c2)[C@@H]2[C@@H](CCN2C(=O)c2ccccc2F)[C@H](CO)N3)c1
→ -0.2, 2, 16, 3, 0.1, -37, 3, 0
(8) Cn1c(=O)c2c(ncn2CC(=O)Nc2cc(S(=O)(=O)N3CCCCC3)ccc2O)n(C)c1=O
→ 0.2, -7, 5, -6, 0.0, 12, -10, 6
(9) Cc1ccc(C(=O)N2CCC3(CC2)Oc2ccc(Cl)cc2C(=O)C32CC(c3ccccc3)=NO2)s1 (configuration not stated)
→ -0.3, 0, -45, -12, 0.2, -8, -8, -2
(10) CCCN1CCN(S(=O)(=O)c2ccc(-n3cnnn3)cc2)CC1
→ ., 7, ., 3, 0.0, 3, -7, 0
(11) Cc1noc(C)c1NC(=O)N(C)C[C@H]1Oc2ccc(NS(=O)(=O)c3ccc(F)cc3)cc2C(=O)N([C@@H](C)CO)C[C@@H]1C
→ 0.8, 5, -1, -2, -1.0, ., -3, -28
(12) COCC(=O)N1[C@H](CO)[C@@H](c2ccccc2-c2ccccc2)[C@@H]1C#N
→ 0.0, ., -14, ., 0.0, -8, 12, 5
(13) COc1ccc(CCNC(=O)CN2C(=O)C(=O)N(C3CCCC3)C2=O)cc1OC
→ 3.8, ., -1, -2, 0.1, -7, -17, -10
(14) O=C(C[C@H]1C=C[C@H](NC(=O)C2CCOCC2)[C@H](CO)O1)NCC1CC1
→ -0.4, -16, -3, 2, 0.3, ., 12, 4
(15) O=C(/C=C/C(Cl)(Cl)Cl)Nc1ccc(Cl)cc1
→ 2.1, ., 53*, ., -0.1, -2, -4, -5
(16) Cn1c(N)c(C(=O)COC(=O)C2CCN(S(=O)(=O)c3cccs3)CC2)c(=O)n(C)c1=O
→ 1.3, ., 12, 4, 0.0, -2, -9, 4
(17) Cc1ccc(-c2cc(C(=O)NCC3(N(C)C)CCCCC3)c3ccccc3n2)o1
→ -0.2, 31, -5, -10, 0.3, 3, -2, 0
(18) c1ccc(C[n+]2csc3ccccc32)cc1
→ ., 7, -72, ., ., ., -10, 0
(19) COc1cccc(C2c3c(oc4ccc(F)cc4c3=O)C(=O)N2CCCN2CCOCC2)c1 (configuration not stated)
→ -0.2, 0, -4, 16, 0.2, -17, -16, -3
(20) C(=N\N=C\c1cccs1)/c1cccs1
→ ., ., -132, ., 0.6, -16, 0, -3
(21) CCOC(=O)C1CCCN(C(=O)c2cc(-c3ccco3)nc3ccccc23)C1 (configuration not stated)
→ -0.7, 4, 2, 4, 0.0, -8, -68, 4
(22) COCCN(CCOC)C(=O)N1CCOCC1
→ ., ., -5, ., 0.1, -7, -3, -3
(23) COc1ccc2oc(C(=O)OCC(=O)NC3CCCC3)c(C)c2c1
→ 0.6, 7, -3, 16, 0.3, ., -5, 8
(24) C[C@@H]1CN([C@H](C)CO)C(=O)c2cc(NC(=O)Nc3ccc(C(F)(F)F)cc3)ccc2O[C@@H](C)CCCCO[C@@H]1CN(C)Cc1ccc(C(F)(F)F)cc1
→ -0.2, -15, -14, 2, 0.2, -3, ., .
(25) O=C(Cn1ncc(N2CCCC2)c(Br)c1=O)c1ccc(Cl)cc1
→ ., ., -39, ., 0.0, ., 0, 29
(26) O=C(Cc1cccs1)NNC(=S)NC(=O)c1ccco1
→ ., ., 16, ., 0.1, 18, -21, 1
(27) O=C(NNC(=O)C1CCN(C(=O)Nc2ccccc2)CC1)c1ccc(F)cc1
→ 1.6, 1, -8, 5, 0.5, -1, -9, 2
(28) COc1ccccc1OCC(=O)Nc1ccccc1C(=O)N1CCCC1
→ 0.0, -5, 4, -5, 0.2, 2, -8, 1
(29) CN(C)S(=O)(=O)c1ccc(N2CCCC2)c(C(=O)Nc2nc(-c3cc(F)ccc3F)cs2)c1
→ -1.2, 0, 4, -1, 0.0, -3, -21, 0
(30) COCCNc1nc2cc(-c3ccccc3C)sc2c(=O)n1C
→ -0.2, -7, 1, 8, -0.1, ., 3, -9
(31) CC(C)NC(=O)N(C)C[C@@H]1OCCCC[C@@H](C)Oc2ccc(N(C)C)cc2C(=O)N([C@@H](C)CO)C[C@H]1C
→ 1.0, -10, ., ., -0.1, -1, -96, -9
(32) CCOC=C1C(=O)N(C(C)=O)c2cc(OC)c(OC)cc21
→ 0.1, 6, 0, 1, 0.0, 4, -10, 0
(33) Cc1ccc(-c2ccc([C@@H]3[C@@H](CO)N4C(=O)CN(C(=O)CN5CCOCC5)C[C@@H]34)cc2)cc1
→ 0.4, ., -1, ., 0.3, ., -7, .
(34) CC(=O)c1ccc(N2CCc3ccccc3C2)c([N+](=O)[O-])c1
→ 70*, -10, -17, ., 0.1, 0, -24, -2
(35) CCc1nc2c(OCC3COc4ccccc4O3)cccn2c1N(C)C(=O)c1ccccc1F (configuration not stated)
→ -0.3, -3, 2, 10, 0.1, ., -54, -2
(36) CCOc1ccc(NC(=O)c2c[nH]n3c(=O)cc(C4CCN(C(=O)OC(C)(C)C)CC4)nc23)cc1
→ ., 3, 3, -3, -0.1, -2, -16, -4
(37) Cc1cc2ncc(-c3ncc(C(F)(F)F)cc3Cl)cn2n1
→ ., -6, 54*, ., ., ., -7, -4
(38) CCC(=O)N1[C@H](CO)[C@@H](c2ccccc2-c2cccc(C)c2)[C@@H]1C#N
→ -0.2, ., -4, ., 0.0, -12, -7, -18
(39) O=C(O)C1CCCN1C(=O)c1cncc(Br)c1 (configuration not stated)
→ ., -8, 3, -3, ., ., -37, -2
(40) Cc1cc(C)c(C)c(S(=O)(=O)NC(C)C(=O)O)c1C (configuration not stated)
→ 1.7, -7, -10, -5, 0.1, -5, -9, -1
(41) CN(c1ccccc1)S(=O)(=O)c1cc(C(=O)Nc2ccccc2N2CCOCC2)ccc1Cl
→ ., 6, 8, 6, 0.0, 3, -1, -15
(42) O=C(NCCCn1ccnc1)c1cc(-c2cccc(O)c2)on1
→ -0.6, ., -45, 1, 0.0, -6, -28, -3
(43) Cc1ccccc1NC(=O)c1ocnc1C
→ 0.2, -7, 2, -4, 0.0, -5, -6, 2
(44) O=C(O)CCc1ccccc1OC(=O)c1ccccc1
→ 1.4, 2, 5, -1, 0.2, 7, -12, 5
(45) O=C(c1cccnc1)N1CCCCN2[C@H](CO)[C@@H](c3ccc(C#Cc4ccccn4)cc3)[C@H]2C1
→ 0.0, -1, -3, 3, 0.2, ., -28, 13
(46) CC(=O)N(C)C[C@H]1Oc2cc(-c3ccc(C#N)cc3)ccc2S(=O)(=O)N([C@@H](C)CO)C[C@H]1C
→ 0.0, 3, 9, 1, -0.1, 3, 17, 1
(47) COc1ccc2c3c(n(C)c2c1)[C@H](CO)N(C(=O)Nc1ccc(F)cc1)CC31CN(C(=O)CN2CCOCC2)C1
→ 0.1, ., 5, ., 0.0, -7, 5, 4
(48) CNc1nc(N)nc(-c2cc(Cl)ccc2OC)n1
→ 3.4, 17, 3, ., 0.2, -5, 4, -6
(49) FC(F)(F)c1cc(C(F)(F)F)c2ccc(N3CCN(c4ncccn4)CC3)nc2n1
→ ., 14, -13, 1, ., ., 4, 2
(50) COc1cc(/C=N/NC(=O)c2nnn(-c3nonc3N)c2C(C)C)ccc1OCc1ccc(F)cc1
→ ., 0, -56, 7, 0.0, -7, -1, -4

An excerpt of these results, with one line to a screen:
[45] O=C(c1cccnc1)N1CCCCN2[C@H](CO)[C@@H](c3ccc(C#Cc4ccccn4)cc3)[C@H]2C1
[46] CC(=O)N(C)C[C@H]1Oc2cc(-c3ccc(C#N)cc3)ccc2S(=O)(=O)N([C@@H](C)CO)C[C@H]1C
[47] COc1ccc2c3c(n(C)c2c1)[C@H](CO)N(C(=O)Nc1ccc(F)cc1)CC31CN(C(=O)CN2CCOCC2)C1
[48] CNc1nc(N)nc(-c2cc(Cl)ccc2OC)n1
[49] FC(F)(F)c1cc(C(F)(F)F)c2ccc(N3CCN(c4ncccn4)CC3)nc2n1
[50] COc1cc(/C=N/NC(=O)c2nnn(-c3nonc3N)c2C(C)C)ccc1OCc1ccc(F)cc1

| assay / entry | 45 | 46 | 47 | 48 | 49 | 50 |
| --- | --- | --- | --- | --- | --- | --- |
| E-selectin induc | 0.0 | 0.0 | 0.1 | 3.4 | . | . |
| RAD54 branch | -1 | 3 | . | 17 | 14 | 0 |
| EWS-Fli inh | -3 | 9 | 5 | 3 | -13 | -56 |
| esBAF inh | 3 | 1 | . | . | 1 | 7 |
| Xi reactivation | 0.2 | -0.1 | 0.0 | 0.2 | . | 0.0 |
| FN deposition inh | . | 3 | -7 | -5 | . | -7 |
| RAD52 anneal inh | -28 | 17 | 5 | 4 | 4 | -1 |
| S100A4 MyoIIA | 13 | 1 | 4 | -6 | 2 | -4 |
